Assay outcomes (PubChem)
M1 PAM: positive allosteric modulators of human M1 muscarinic receptor | P11229 | CHO-K1 hM1, Fluo-8 calcium fluorescence, ACh EC20; 0% = ACh EC20, 100% = maximal ACh | activation, % at 3 µM | 360,000 compounds, 0.088% hits | AID 588819; in the data active = activation above about 19%, passing the limit was not always enough
CHRM1 antagonist: human CHRM1 antagonism; P11229; CHO-K1 hM1, Fluo-8 calcium fluorescence, ACh EC80 antagonist; inhibition, % at 3 µM; 360,000 compounds, 1.3% hits;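 active = percent inhibition above its own plate's cutoff, namely the mean of that plate's compound wells plus 3 SD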;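 note: peak over basal fluorescence ratio during 140 s after agonist addition; 0% = ACh EC80 plus DMSO and 100% = DMSO alone without agonist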
CHO parental Ca: counter-screen for OX1R antagonists: effect in parental CHO cells; parental CHO-K1, ATP-induced calcium, Fluo-8 fluorescence; inhibition, % at 5.6 µM; 330,000 compounds, 0.63% hits;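 active = inhibition above that plate's mean sample inhibition plus 3 SD, cut at about 26% in these data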;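 note: 0% = ATP-challenged DMSO wells and 100% = DMSO wells without ATP; some compounds past the cut are filed as inactive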
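Measured by: calcium-sensitive Fluo-8 fluorescence / Test system: CHO parental line / Controls: ATP-challenged DMSO wells low, unchallenged DMSO wells high / Measure: % inhibition / Compound: single nominal dose of 5.6 µM per compound / Replicates: single well per compound, no replicates / Reagent: ATP as calcium-mobilizing challenge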
M4 antag: CHRM4 antagonism in calcium assay. CHO-hM4 cells, ACh EC80, Fluo-8 calcium fluorescence. inhibition, % at 3 µM. P08173. 360,000 compounds, 0.73% hits;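 active = inhibition above its plate's cutoff, the mean inhibition of sample wells plus 3 SD, cut at about 27% in these data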;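 note: 0% = acetylcholine EC80 with DMSO and 100% = DMSO without agonist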
Target sequence (P08173 whole entry, looked up): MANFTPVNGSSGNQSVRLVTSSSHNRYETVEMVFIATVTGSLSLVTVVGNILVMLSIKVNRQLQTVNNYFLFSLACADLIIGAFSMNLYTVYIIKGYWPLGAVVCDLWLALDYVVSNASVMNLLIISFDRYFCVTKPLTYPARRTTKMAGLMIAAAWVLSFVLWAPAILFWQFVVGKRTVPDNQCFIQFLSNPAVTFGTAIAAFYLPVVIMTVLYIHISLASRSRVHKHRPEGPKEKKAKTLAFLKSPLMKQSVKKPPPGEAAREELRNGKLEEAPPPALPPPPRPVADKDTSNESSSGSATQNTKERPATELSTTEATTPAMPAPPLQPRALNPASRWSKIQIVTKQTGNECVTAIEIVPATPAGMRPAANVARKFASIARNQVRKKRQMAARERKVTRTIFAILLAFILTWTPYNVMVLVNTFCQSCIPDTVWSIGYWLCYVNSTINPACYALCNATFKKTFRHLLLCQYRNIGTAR
CHRM4 agonist: agonists of human muscarinic M4 receptor (CHRM4) | P08173 | 360,000 compounds, 0.14% hits | activation, % at 3 µM | CHO-K1 hM4/Gqi5, Fluo-8 calcium fluorescence; vehicle 0%, full acetylcholine response 100%;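 active = activation above the run mean over all test wells plus 3 SD, cut at about 32% in these data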;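 note: peak over basal fluorescence ratio per well then scaled between controls; 0% = DMSO wells and 100% = acetylcholine at EC100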
M1 ag parental: nonselective activator or artifact in parental CHO-K1 cells | Fluo-8 calcium fluorescence; scaled to maximal ATP response, vehicle zero | activation, % at 3 µM | 360,000 compounds, 0.48% hits; in the data active = activation above about 15%;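 note: untransfected CHO-K1 host cells lacking M1 receptor as counterscreen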
OXTR potentiator: potentiates the human oxytocin receptor response; P30559; CHO-OTR cells, Fluo-8 calcium fluorescence, potentiator mode; 0% = oxytocin EC15, 100% = EC100; activation, % at 3 µM; 320,000 compounds, 0.061% hits; AID 2445;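 active = activation above that plate's cutoff, the mean activation of tested compounds plus 3 SD, cut at about 6.6% in these data, passing the limit was not always enough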;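 note: 100% uses oxytocin at 75 nM as the full agonist control; some results filed as inactive read as strong as hits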
Target sequence (P30559 whole entry, looked up): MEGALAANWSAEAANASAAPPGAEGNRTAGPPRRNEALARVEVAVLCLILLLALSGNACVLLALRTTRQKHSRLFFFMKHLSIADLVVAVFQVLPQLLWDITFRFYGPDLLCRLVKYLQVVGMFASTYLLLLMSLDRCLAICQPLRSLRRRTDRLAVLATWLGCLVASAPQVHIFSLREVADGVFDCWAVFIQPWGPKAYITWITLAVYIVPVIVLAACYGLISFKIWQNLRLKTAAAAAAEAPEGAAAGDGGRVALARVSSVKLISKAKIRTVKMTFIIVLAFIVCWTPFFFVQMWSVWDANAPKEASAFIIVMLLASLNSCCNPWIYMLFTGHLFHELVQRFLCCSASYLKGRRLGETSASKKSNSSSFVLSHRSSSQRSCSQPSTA
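Material: CHO-OTR cells, human receptor; compound dosing: single dose, 3.0 µM nominal final compound concentration; schedule: 6 min compound pre-incubation at room temperature, 100 s kinetic read; measured by: kinetic Fluo-8 calcium fluorescence; read-out basis: % activation vs EC15 and EC100 oxytocin; controls: EC15 oxytocin alone as 0%, 75 nM oxytocin as 100%; replicates: singlicate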
CHRM1 agonist: agonists of human M1 muscarinic receptor | P11229 | CHO-K1 hM1, Fluo-8 calcium fluorescence, agonist mode; 0% DMSO, 100% acetylcholine EC100 | activation, % at 3 µM | 360,000 compounds, 0.33% hits | AID 588814;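 active = activation above the run's mean compound activation plus 3 SD, cut at about 16% in these data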;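 note: peak over basal fluorescence ratio within a 140 s kinetic read after compound addition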
CHO-K1 Ca antag: nonselective inhibitor or artifact in parental CHO-K1 cells; ATP-induced calcium, Fluo-8 fluorescence; AID 602250; inhibition, % at 3 µM; 360,000 compounds, 0.6% hits;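 active = inhibition above a per-plate cutoff, the plate's mean sample inhibition plus 3 SD, cut at about 24% in these data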;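 note: 0% = DMSO plus EC80 ATP and 100% = DMSO alone without ATP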
* hit, by the source's call; · = no result given. The order is random (roughly 2.9% active in at least one column).

SMILES	M1 PAM	CHRM1 antagonist	CHO parental Ca	M4 antag	CHRM4 agonist	M1 ag parental	OXTR potentiator	CHRM1 agonist	CHO-K1 Ca antag
Cc1cc(NC(=O)NCc2ccco2)ccc1NC(=O)NCc1ccco1	1.2	-11.1	·	3.6	0.3	0.3	·	-4.7	-5.0
CCN(C(=O)COC(=O)CNS(=O)(=O)c1ccccc1)c1ccccc1	8.2	-10.3	2.2	4.7	1.8	2.5	-13.2	-3.7	-12.2
Cn1c(-c2ccc3c(c2)OCO3)c(C(=O)O)c(=O)c2ccccc21	-6.0	4.2	0.7	2.2	1.3	0.1	-8.1	-1.3	0.0
O=C(Nc1ccccc1-c1ccccc1)NC1CCN(C(=O)N2CCOCC2)CC1	3.7	-2.2	-16.2	0.0	0.8	0.1	-6.8	-4.7	-15.3
Cc1ccc(S(=O)(=O)c2cnc(-c3ccccc3)nc2N2CCCCC2)cc1	7.0	-9.7	-18.6	-6.3	-1.2	-0.4	-19.1	0.0	-5.4
CCOC(=O)C1=C(C)Nc2ccc(C)cc2S1	-3.7	-12.5	-5.6	5.5	-0.5	-0.3	-3.2	-1.7	1.1
CCOc1ccccc1NC(=O)CN(c1ccc(OC)cc1)S(=O)(=O)c1c(C)[nH]c(=O)[nH]c1=O	7.4	-8.0	1.2	17.4	0.6	0.3	-4.1	0.1	-8.2
O=C(NC(Cc1ccccc1)C(=O)O)/C(=C/c1cccc([N+](=O)[O-])c1)NC(=O)c1cccc(Br)c1 (stereo not given)	5.1	1.4	-2.0	-1.2	0.9	0.6	-3.7	-3.4	-12.1
O=C(Cc1ccccc1)NCCN1CCCC1	4.8	-5.5	5.7	-1.5	0.1	0.9	-15.5	-4.7	-13.4
COc1ccc(-n2c(SC(C)C(=O)N3CCOCC3)nc3ccccc3c2=O)cc1 (stereo not given)	-6.0	20.0	-7.1	7.2	0.7	0.5	-7.0	-2.6	0.7
CCCCn1c(N)c(N(CCOC)C(=O)c2oc3ccc(OCC)cc3c2C)c(=O)[nH]c1=O	1.5	-1.2	-20.8	0.0	0.2	-0.2	-3.7	-3.4	-2.2
Cn1c(SCc2ccc3c(c2)OCO3)nnc1-c1ccccc1	-0.2	-8.0	-13.7	2.3	1.4	0.0	-4.1	-8.4	1.6
CCCc1nnc(SCC(=O)N2CCCC(C)C2)n1CCOC (stereo not given)	14.6	-14.9	-2.6	1.1	0.9	0.6	-3.1	1.6	-15.4
Nc1nc(OCc2ccccc2)c2[nH]cnc2n1	0.8	-14.8	-12.3	-1.0	1.0	-0.3	1.9	-2.0	-8.1
Cc1nn(-c2ccccc2)c(N)c1C1(O)C(=O)N(C(C)C)c2ccccc21 (stereo not given)	0.1	-1.8	-16.3	4.6	0.6	0.1	-9.5	-4.2	8.8
CCOC(=O)c1nc(Nc2ccc(C(C)=O)cc2)c2ccccc2n1	2.9	-2.4	-16.1	-1.6	5.6	1.4	-4.7	-3.4	11.1
CSc1nc2ccc(NC(=O)c3c(F)cccc3F)cc2s1	2.2	-4.0	-14.4	-3.3	1.6	1.1	-10.0	-4.7	-14.5
CC(C)c1cccc(C(C)C)c1NC(=O)COC(=O)c1ccc(OCC(=O)Nc2cccc(C(F)(F)F)c2)cc1	8.6	-0.9	-6.9	-3.2	1.3	-0.2	-5.7	-2.3	20.2
O=C1CC(C2CCCO2)C(=O)N1Cc1ccccc1 (stereo not given)	-3.3	0.0	-11.7	-0.4	0.6	-0.2	-1.5	-4.0	-8.3
O=C(COc1ccccc1)Nc1ccc(S(=O)(=O)Nc2ccccn2)cc1	11.2	-7.2	-2.7	5.7	2.9	3.0	-0.6	-2.6	-5.4
CC(C)CC(c1nnnn1Cc1cccs1)N1CCN(c2nc3ccccc3s2)CC1 (stereo not given)	-15.8	12.7	-25.6	23.9	0.5	-0.1	10.4	-5.5	0.1
Cc1ccc2nnc(Cl)n2n1	0.4	-6.7	-14.6	-13.1	0.5	0.5	-8.0	-2.9	-10.2
CCN(CC)S(=O)(=O)c1ccc(OC)c(NC(=O)CSc2cc(C)ccc2C)c1	3.3	-4.6	12.9	3.6	-0.1	1.4	-9.8	-10.3	-3.4
Cc1ccc(CNC(=O)c2cc(-c3ccccc3)n(Cc3cc(C)no3)n2)cc1	4.5	-4.0	-17.3	-5.2	1.2	-0.5	-3.9	-8.4	-10.3
Cc1occc1-c1nc(-c2ccccn2)no1	7.3	-14.6	-9.9	2.6	0.5	0.1	-7.6	-4.4	-4.2

One compound at a time, as listed above. Order of screens: M1 PAM | CHRM1 antagonist | CHO parental Ca | M4 antag | CHRM4 agonist | M1 ag parental | OXTR potentiator | CHRM1 agonist | CHO-K1 Ca antag
Cc1ccc(S(=O)(=O)c2cnc(-c3ccccc3)nc2N2CCCCC2)cc1 in the list: 7.0 | -9.7 | -18.6 | -6.3 | -1.2 | -0.4 | -19.1 | 0.0 | -5.4
Cn1c(SCc2ccc3c(c2)OCO3)nnc1-c1ccccc1 in the list: -0.2 | -8.0 | -13.7 | 2.3 | 1.4 | 0.0 | -4.1 | -8.4 | 1.6

(list continues)
SMILES	M1 PAM	CHRM1 antagonist	CHO parental Ca	M4 antag	CHRM4 agonist	M1 ag parental	OXTR potentiator	CHRM1 agonist	CHO-K1 Ca antag
CCn1c(SCC(=O)N2CCCCC2)nc2c([nH]c3ccccc32)c1=O	8.6	3.4	·	-17.4	0.5	0.0	·	-8.5	12.5
O=c1cc(-c2ccccc2Cl)oc2c(NS(=O)(=O)c3cc(Cl)cc(Cl)c3O)ccc(O)c12	5.1	-3.1	75.1*	-0.6	1.3	0.1	-17.9	-1.4	-9.5
Cc1cccc(OCC(=O)O/N=C(\N)c2ccncc2)c1	10.1	-7.8	1.0	-11.6	3.5	2.8	-7.5	-2.7	-0.9
Cc1ccc2nc(-c3ccc(NC(=O)COC(=O)c4ccc([N+](=O)[O-])o4)cc3)sc2c1	7.2	-4.8	13.0	3.5	1.1	1.8	2.0	-7.5	-3.6
COC(=O)CC1C(=O)NCCN1C(=O)CSc1nnnn1-c1ccc(OC)cc1 (stereo not given)	1.4	1.0	9.4	-19.7	0.2	0.3	-16.4	-1.3	-13.1
O=C(CSc1ncc(C(F)(F)F)cc1Cl)N1CCN(S(=O)(=O)c2ccc3ccccc3c2)CC1	8.7	-8.0	-24.6	14.4	-0.7	-0.3	1.2	-3.4	-10.8
Cc1cc(C)cc(C(=O)NCC(=O)OCC(=O)NC2CCCc3ccccc32)c1 (stereo not given)	-1.8	-0.1	-22.5	2.1	0.0	-0.5	-8.1	-3.2	-4.1
O=C(Nc1ccccc1F)c1ccccc1C(=O)Nc1ccccc1F	0.1	7.5	-4.7	11.9	-0.3	0.4	-0.8	-4.5	1.5
CN1CCN(C(=O)c2ccc(CN(c3ccccc3)S(=O)(=O)c3ccccc3)cc2)CC1	3.2	-2.9	-12.0	1.9	1.6	1.1	1.6	-7.8	-9.7
CC(C)C[C@@H](COCc1ccc(Cl)cc1)N1CCN(C(=O)c2ccc(C(F)(F)F)cc2)CCC1=O	·	·	·	-6.9	3.8	1.3	·	·	-9.1
CC[C@]12c3[nH]c4ccccc4c3CCN1C(=O)C(CC(=O)NCCN1CCOCC1)C[C@@H]2C(=O)N1CCN(C(=O)C2CC2)CC1 (stereo not given in full)	2.4	-3.5	-8.2	-0.7	0.4	0.0	-2.9	-5.4	5.7
Cc1cccc(Oc2nc(-c3ccncc3)nc3ccccc23)c1	14.8	-22.0	-23.1	-1.8	-1.0	0.5	-8.6	-2.6	-6.3
COc1ccc(NC(=S)NCc2ccc(S(N)(=O)=O)cc2)cc1OC	15.2	-4.9	-9.1	-2.6	0.6	0.7	4.1	-7.7	-4.2
CSCCC(NC(=O)c1ccc(Cl)cc1Cl)C(=O)OC1CCCCC1=O (stereo not given)	3.7	-3.8	-16.7	-6.2	2.4	0.5	-4.6	-3.7	3.8
O=C(C1=C(c2ccccc2)C(=O)c2ccccc2C1=O)c1ccccc1	-15.2	16.4	·	7.9	1.5	0.9	·	-4.7	-16.6
CCCNC(=O)NC(=O)COC(=O)c1oc2ccc(OCC)cc2c1C	2.9	-9.4	20.5	5.7	-0.3	-0.3	-8.8	-5.3	-6.4
COc1ccc(C2c3ccc(O)cc3Oc3ncn(Cc4ccco4)c(=N)c32)cc1OC (stereo not given)	1.4	-23.2	-18.8	-1.4	3.1	2.4	-1.6	-4.7	-8.9
COc1cccc(OC)c1C(=O)Nc1ccc(S(=O)(=O)N2CCCCC2)cc1	11.0	-4.0	-16.7	-16.8	4.1	-0.1	-10.1	-2.5	10.4
CCn1c(O)c(C=NC2CCCC2)sc1=S	-5.9	9.1	-6.3	4.3	-0.2	0.9	-21.3	-6.0	3.1
CC(C)Cc1nc(SCC(=O)Nc2ccc(S(N)(=O)=O)cc2)n[nH]1	3.1	-1.2	-5.0	-0.2	1.6	0.6	5.0	-3.7	0.5
COc1nc2ccccc2c(=O)n1OCC(C)C	6.7	-4.2	-9.8	-2.6	-0.2	-0.5	5.0	-6.2	-9.2
O=C(CNC(=O)c1ccccc1Br)N/N=C/c1ccccc1O	4.9	-1.4	-13.2	0.8	2.2	0.3	-3.2	-7.8	2.9
COc1ccccc1C1=NOC(Cn2c(NCCOCCO)nc3c2c(=O)n(C)c(=O)n3C)C1 (stereo not given)	11.2	-1.5	-8.4	3.6	5.0	1.2	-13.6	-3.3	13.7
CCOC(=O)c1c(C)[nH]c(C(=O)COC(=O)COc2ccccc2C=O)c1C	1.5	4.2	-4.1	-0.6	11.7	5.1	-8.6	-4.6	5.3
CC(C)C(O)(C#CCN1CCCCC1)c1ccccc1 (stereo not given)	-23.8	98.6*	-7.7	97.6*	1.4	2.0	4.2	-9.1	-10.9

(cont.)
SMILES	M1 PAM	CHRM1 antagonist	CHO parental Ca	M4 antag	CHRM4 agonist	M1 ag parental	OXTR potentiator	CHRM1 agonist	CHO-K1 Ca antag
Oc1[nH]c2ccccc2c1N=Nc1ccccc1F	-6.6	8.4	19.9	11.5	0.4	1.3	-6.2	-0.7	-8.0
CC(C)N(C(=S)NCc1ccccc1)c1ccccc1	3.3	-3.7	-7.2	-0.3	-0.5	0.3	-4.8	-12.4	-1.1
O=C(CCCc1c[nH]c2ccccc12)N[C@@H](Cc1c[nH]c2ccccc12)C(=O)O	10.3	-12.0	-3.6	-11.5	-0.3	0.4	-2.3	-3.2	-10.7
Cc1cccc(NC(=O)c2ccc(NS(=O)(=O)c3c(C)noc3C)cc2)c1	-0.6	-10.8	-7.5	5.8	2.6	0.9	-0.8	-4.5	-13.8
CON(C)C(=O)CC1(CN(Cc2ccccc2)C(=O)OC(C)(C)C)CCCCC1	-1.1	4.7	-36.6	-2.0	6.4	-1.2	2.5	-0.9	-16.7
COc1ccccc1C(CC(=O)Nc1ccccc1C)c1ccc(OC(C)C)cc1 (stereo not given)	6.0	-12.9	-12.3	1.3	0.6	0.2	-8.0	-5.6	-12.5
CCO[C@H]1OC(C(=O)NCc2nc3ccccc3[nH]2)=C[C@@H](c2csc3ccccc23)[C@@H]1CCCO	-0.2	4.2	-20.9	1.8	12.1	1.0	-3.8	-2.8	-7.3
CCc1ccc(OCCNC(=O)c2ccccc2SCc2ccc(F)cc2)cc1	-8.0	9.3	8.2	5.8	2.9	1.9	-0.9	-5.7	2.6
